Assay outcomes: PubChem BioAssay, Southern Research Institute
biotin-GST TR-FRET = biotin-GST/anti-GST TR-FRET signal inhibitors, dose response, artefact control for Vif-APOBEC3G degradation inhibitor project, biochemical (AID 1117362); TR-FRET counter screen, biotin-GST/anti-GST signal; 3,600 tested, 2.8% active; IC50 in µM for hits, for the others inhibition, % at the top dose, mostly 100 µM;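 active = inhibition above 30% at one or more concentrations, seen consistently on every test date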;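 also: biotinylated GST protein used in place of GST-Vif 1-94 and biotin-A3G peptide; detects fluorescence quenchers or blockers of GST binding to anti-GST antibody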
Numbers without * were called inactive.

SMILES	biotin-GST TR-FRET
C[C@H]1c2cccc(O)c2C(O)=C2C(=O)[C@]3(O)C(O)=C(C(N)=O)C(=O)[C@@H](N(C)C)[C@@H]3[C@@H](O)[C@@H]21	17%
Oc1cc2c(cc1O)C1c3ccc(O)c(O)c3OCC1(O)C2 (stereo not given)	-89%

Only part of the results is shown (hit frequency here may not be typical).
